High-throughput results: PubChem BioAssay, The Scripps Research Institute Molecular Screening Center
TTR transcr act = TTR transcription activation, primary screen. SH-SY5Y TTR promoter Gaussia luciferase, luminescence; 100% = recombinant luciferase protein wells. activation, % at 16.7 µM. 92,000 tested, 1.3% active;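 active = activation above the mean of all tested compounds plus 3 SD, cut at about 9.5% in these data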;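 note: cells exposed to compounds for one day before reading; 0% = median of all test compound wells on the plate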
* hit, by the source's call. Only part of the results is shown. The share of hits here may be higher or lower than overall.

canonical_smiles | TTR transcr act
O=C(CC1C(=O)NCCN1Cc1ccc(-c2ccccc2)cc1)NCCOc1cccnc1 (stereo not drawn) | -2.5
CC(CNc1ccccc1O)C(=O)O (stereo not drawn) | 5.3
N=C(N)SCc1nc2ccccc2c(=O)n1-c1ccccc1 | 1.4
Cc1ncsc1CCSc1nc2ccccc2c(=O)n1C | -0.9
COC(=O)[C@@]12CCCCC=C1N(CCc1ccc(Cl)cc1)C(=O)[C@H]2CC(=O)NCCc1ccccc1OC | -0.8
c1ccc(COCCCn2cc(-c3ccccc3)nn2)cc1 | 5.2
O=c1cc(CSc2nnc(-c3cccs3)n2Cc2ccccc2)nc2sc3ccccc3n12 | -5.0
Cc1nc2c(-c3ccccc3)c(C)nn2c(C)c1CCC(=O)O | 1.9
COC(=O)[C@H](C)NC(=O)Nc1cccc(C)c1 | -6.0
COc1cc(CN2CCC(n3nccc3NC(=O)c3ccccc3OC)CC2)ccc1F | 0.4
COc1ccc(S(=O)(=O)NNC(=O)Nc2ccc(F)cc2F)c(OC)c1 | 1.0
Cc1cccc(N(Cc2cc3cc(C)ccc3[nH]c2=O)C(=O)c2cccs2)c1 | -1.6
CCCCC1(C2CCCC2)NC(=O)NC1=O (stereo not drawn) | 0.7
COc1ccccc1N1CCN(C(CNS(=O)(=O)c2cc(F)ccc2F)c2cccnc2)CC1 (stereo not drawn) | -0.5
C=CCOc1ccc(C(=O)Nc2ccc(OCC)cc2)cc1 | -1.2
CCCCN(C)Cc1c(C)[nH]c2ccc(OCC)cc2c1=O | 4.6
O=c1[nH][nH]c(=O)c2cc([N+](=O)[O-])ccc12 | -0.9
O=c1c2ccccc2nc(N/N=C/c2ccccc2)n1O | 0.5
COc1ccccc1N1CCN(Cc2nnnn2CCc2ccccc2)CC1 | -0.9
Cc1oc2c(CN(C)C)c(O)ccc2c(=O)c1-c1ccc2ccccc2n1 | 0.0
CCN(CC(=O)NCCc1ccc(S(N)(=O)=O)cc1)Cc1nc2ccccc2c(=O)[nH]1 | 0.0
CCn1c(=O)c2sccc2n(Cc2ccc(C)cc2)c1=O | -1.3
Nc1nonc1-c1noc(CCCOc2ccc(Cl)cc2Cl)n1 | 0.8
O=C(CN1C(=O)c2ccccc2C1=O)Nc1ccccc1N1CCOCC1 | -1.2
COc1ccc([C@@H]2[C@@H]3C(=O)N(C(C)(C)C)C(=O)[C@@H]3[C@]3(C)C(=O)N(c4cccc(C)c4)C(=O)N23)cc1 | -1.6

Reprinted at random: 4 entries already listed
canonical_smiles | TTR transcr act
CCCCN(C)Cc1c(C)[nH]c2ccc(OCC)cc2c1=O | 4.6
Cc1cccc(N(Cc2cc3cc(C)ccc3[nH]c2=O)C(=O)c2cccs2)c1 | -1.6
C=CCOc1ccc(C(=O)Nc2ccc(OCC)cc2)cc1 | -1.2
CC(CNc1ccccc1O)C(=O)O (stereo not drawn) | 5.3

Continued.
canonical_smiles | TTR transcr act
COc1cc(OC)c(C2CC(=O)N3CN(c4ccccc4)CSC3=C2C#N)cc1OC (stereo not drawn) | -0.2
C[C@H]1CN([C@@H](C)CO)C(=O)Cc2cc(NS(=O)(=O)c3cn(C)cn3)ccc2O[C@@H]1CN(C)C(=O)Nc1ccc(F)cc1 | 1.6
O=C(CCCC(=O)OCC(=O)c1cccs1)Nc1ccc(F)cc1 | -0.2
Cn1ccc2c(-c3ccccc3F)cc3c(c21)C1CCC3C1 (stereo not drawn) | -1.4
CCN(CC)CCn1c(=N)n(CC(O)c2ccco2)c2ccccc21 (stereo not drawn) | 3.0
CCC(CC)NC(=O)COC(=O)c1ccc(OCc2ccc(C(C)=O)cc2OC)c(OC)c1 | -1.3
Cc1cccc(C)c1NC(=O)NC1CC2CCC(C1)N2Cc1cccs1 (stereo not drawn) | -0.1
COc1ccc(C2CC(c3ccc(F)cc3)=NN2c2ccccc2)cc1OC (stereo not drawn) | 0.4
C/C(=N\NC(=O)CCCCCNC(=O)c1ccccc1)c1ccccc1O | -0.4
Cc1cc(C)cc(N=Cc2c(O)c3ccccc3oc2=O)c1 | 0.1
Cc1cc(-c2cccc([N+](=O)[O-])c2)nc2ccc3ccccc3c12 | 4.2
C/C(=N\Nc1ccc(S(=O)(=O)N2CCCCC2)cn1)c1ccc(O)cc1 | -2.2
CC(=O)Nc1cc(-c2cccc(C(=O)NCCO)c2)cn2c(-c3ccc(F)c(Cl)c3)cnc12 | -1.8
Cc1ccc2oc(C(=O)N(C)CCC(O)c3ccccc3)c(C)c2c1 (stereo not drawn) | -0.2
Cc1ccc(NC(=O)C2CCCO2)cc1[N+](=O)[O-] (stereo not drawn) | -0.9
CCOc1cc(N2CCOCC2)c(OCC)cc1NC(=O)COC(=O)CCOc1ccc(C(C)(C)C)cc1 | -1.8
NC(=O)CNC(=O)c1ccc(Cl)cc1 | 0.6
COc1ccc(OCC(=O)Nc2ccc(N3CCCCC3)cc2)cc1 | 1.3
Cc1cc(C(=O)OCC(=O)NC2CCCCC2C)c2ccccc2n1 (stereo not drawn) | -2.8
Cc1ccc(-c2nc3ccc(Br)cn3c2Cc2ccsc2)cc1 | -0.7
Cc1cc(C)cc(NC(=O)CSc2nnc(-c3ccncc3)o2)c1 | 1.3
O=c1c(Cc2c(F)cccc2Cl)c(O)ccn1C1CC1 | -0.5
CCNC(=O)N(C)C[C@H]1N[C@@](CC)(C(=O)OC)[C@H]2C(=O)N(C)C(=O)[C@@H]12 | 3.0
CC(=O)Nc1sc2c(c1-c1nc3ccccc3s1)CN(C(C)C)C2 | -0.8
O=C(COC(=O)Cc1c(Cl)cccc1Cl)NCC1CCCO1 (stereo not drawn) | -1.0
CC(C)(C)c1ccc(S(=O)(=O)NNC(=O)c2cc3ccccc3[nH]2)cc1 | 1.3
COc1ccc2[nH]c3c(c2c1)CCN[C@]31C(=O)N(c2ccccc2)c2ccccc21 | 0.9
CCOC(=O)c1sc2nc(C)n(CC(=O)NCC3CCCO3)c(=O)c2c1C (stereo not drawn) | -0.9
Cc1cc(N2CCOCC2)c2c(N)cc(C)c(C)c2n1 | -0.3
O=C(NNc1ccccc1)Nc1cc(Cl)ccc1Cl | -1.3
CCCc1nn(C)c(C(=O)Nc2ccccc2)c1Cl | -1.9
CCCN(CCC)C(=O)c1cc(S(=O)(=O)N2CCCCC2)c[nH]1 | 0.5
O=[N+]([O-])c1ccccc1NS(=O)(=O)c1ccccc1 | 0.0
Cc1noc(C)c1COC(=O)C1(c2cccc(F)c2)CCCC1 | 0.7
S=C(Nc1ccc(Br)cc1)NC1CCCC1 | -0.7
O=C1CCC(C(=O)N2CCCCO2)CN1Cc1ccc(Cl)cc1 (stereo not drawn) | -1.0
CCCCN(C(=O)c1cc2c(s1)CCCC2)c1c(N)n(CCC)c(=O)[nH]c1=O | 1.2
O=C(NC1CCCCC1)c1c2c(nc3ccccc13)CCC2 | 1.0
O=C(CNC(=O)C1COc2ccccc2O1)Nc1ccc(F)c(F)c1 (stereo not drawn) | 2.0
COc1ccc(/C=N/NC(=O)c2cc(C34CC5CC(CC(C5)C3)C4)[nH]n2)cc1OC | 4.9
OCCNCc1cc(Br)ccc1OCc1ccc(Cl)cc1 | -1.9
Cc1cc2c(NC(=O)Nc3ccc(C(C)(C)C)cc3)cccc2nn1 | -3.1
COc1cccc(/C=C2/NC(=O)NC2=O)c1OCC(=O)Nc1ccccc1 | 1.1
O=S1(=O)c2c(cccc2N2CCC[C@H]2CO)O[C@@H]2CCN1C2 | 1.3
O=C(N/N=C/C(Cl)=C\c1ccccc1)c1cnccn1 | 5.2
CC(=O)Nc1ccc(S(=O)(=O)NCC2CCC(C(=O)NC(C)c3ccccc3)CC2)cc1 (stereo not drawn) | -1.7
CC(=O)N/C(=C\c1ccccc1)C(=O)OCC(=O)NC(C)C12CC3CC(CC(C3)C1)C2 (stereo not drawn) | -1.4
O=[N+]([O-])c1ccc(/C=N/Nc2ccc3ccccc3c2)o1 | -5.1
CC(=O)Nc1ccccc1C(=O)N1CC(C)OC(C)C1 (stereo not drawn) | 5.0
Cc1cc(C)nc(N(C#N)S(=O)(=O)c2ccccc2Cl)n1 | 1.1

(list continues)
canonical_smiles | TTR transcr act
O=C(CN1CCCCC1)NC(=O)NC1CCCCC1 | 2.4
O=C(CSc1nnc(-c2cccc(F)c2)o1)Nc1nncs1 | 9.3
COc1ccc2c(c1)c(N=NC(N)=S)c(O)n2CC(=O)c1ccccc1 | -1.4
C=CCC[C@@H](Cc1ccc(F)cc1)C(=O)O[C@H](CNC(=O)[C@H](CC=C)CC(=O)N(CCO)Cc1ccccc1)c1ccccc1 | -1.4
CCOC(=O)N1CCC(N(CCN(C)C)C(=S)Nc2ccccc2OCC)CC1 | -2.1
Cc1cc(C)c2cc(C(=O)N3CCC(C(=O)c4ccc(F)cc4)CC3)[nH]c2c1 | -1.6
CC(=O)NC(Cc1c[nH]c2ccccc12)C(=O)Nc1ccc2c(c1)OCO2 (stereo not drawn) | 3.0
CN(C(=O)c1ccc(NC(=O)Cc2ccc(NC(=O)C3CCN(C(=O)C4CCCC4)CC3)cc2)cc1)C1CCCC1 | -0.6
COc1ccc(NC(=O)Nc2nccs2)cc1 | -0.1
N#Cc1ccc(CN2CCN(C(=O)Cn3nc(C(N)=O)c4ccccc4c3=O)CC2)cc1 | 1.8
Cc1ccccc1NS(=O)(=O)c1ccc(C(=O)NCC(c2ccccc2)N(C)C)cc1 (stereo not drawn) | -0.7
Cc1ccc2c(c1)C(c1ccc(F)cc1)N(C(=O)C1CC1)CC(=O)N2 (stereo not drawn) | -2.2
O=S(=O)(NCc1cc(-c2ccccc2Cl)no1)c1ccccc1 | 1.4
CSCCC(NS(=O)(=O)c1ccc(C)cc1)C(=O)N1CCCC1 (stereo not drawn) | -2.0
COc1ccc([C@H]2CC(=O)C=C(/C=C/Cc3ccccc3)C2)cc1 | -2.3
O=C(O)C1Cc2ccccc2CN1C(=O)CCl (stereo not drawn) | 2.3
C=CCn1c(P(=O)(O)c2ccccc2)nc2ccccc21 | 1.3
O=C(Nc1ccc(Cl)cc1)Nc1cc(S(=O)(=O)N2CCOCC2)ccc1N1CCCC1 | -2.4
O=[N+]([O-])c1cc(-c2csc(NCCc3nc4cc(Cl)c(N5CCCCC5)cc4n3CCCO)n2)ccc1Cl | -1.1
O=S(=O)(Nc1ccc2c(c1)OCCO2)c1cccc2nsnc12 | 1.1
Cc1cc(S(=O)(=O)Nc2ccc(C(=O)N3CCN(C(=O)c4ccco4)CC3)cc2)ccc1F | -1.9
COc1ccccc1N1CCN(CC(=O)Nc2c(C)n(C)n(-c3ccccc3)c2=O)CC1 | 0.4
Cc1cccc(S(=O)(=O)N2CCCc3ccccc32)c1 | 0.3
CCc1cccc(NC(=O)CCS(=O)(=O)c2ccc(Br)cc2)c1 | 0.4
COc1ccc(NC(=O)Cc2cccs2)cc1S(=O)(=O)N1CCCCC1 | 8.2

The list goes on; the last six above are carried over.
canonical_smiles | TTR transcr act
O=S(=O)(Nc1ccc2c(c1)OCCO2)c1cccc2nsnc12 | 1.1
Cc1cc(S(=O)(=O)Nc2ccc(C(=O)N3CCN(C(=O)c4ccco4)CC3)cc2)ccc1F | -1.9
COc1ccccc1N1CCN(CC(=O)Nc2c(C)n(C)n(-c3ccccc3)c2=O)CC1 | 0.4
Cc1cccc(S(=O)(=O)N2CCCc3ccccc32)c1 | 0.3
CCc1cccc(NC(=O)CCS(=O)(=O)c2ccc(Br)cc2)c1 | 0.4
COc1ccc(NC(=O)Cc2cccs2)cc1S(=O)(=O)N1CCCCC1 | 8.2
Cc1nc(N2CCN(C(=O)C3CC3)CC2)c2c3c(sc2n1)CC(C)CC3 (stereo not drawn) | 0.2
CC(=O)NC(CC(=O)Nc1ccc(S(=O)(=O)N2CCCC2)cc1)c1ccccc1 (stereo not drawn) | -2.9
COc1ccc(CCC(=O)N2c3ccccc3N=C(c3ccc(C(F)(F)F)cc3)C2C(=O)NC(C)(C)C)cc1 (stereo not drawn) | -1.0
Brc1ccc(-c2nnc(-c3cccnc3)o2)cc1 | -0.2
O=c1sc2ccccc2c(N2CCN(c3ccccc3)CC2)c1[N+](=O)[O-] | 1.0
c1ccc(CN2CCC3CC2c2ccc(N4CCOCC4)cc23)cc1 (stereo not drawn) | -1.4
CCOc1ccccc1OCCCC(=O)NNC(=O)c1cc(C)oc1C | -0.2
CC(C)CC(/C(O)=C(\C#N)c1nc2ccccc2[nH]1)N1C(=O)c2ccccc2C1=O (stereo not drawn) | -5.1
Nc1c(Cl)cc(-c2csc(N3CCCC3c3nc4cc(Cl)c(Cl)cc4n3CCOCCO)n2)cc1Cl (stereo not drawn) | -0.9
O=C(NC1CCCC1)c1cc(-c2cccs2)on1 | -0.6
COC(=O)c1c(C)[nH]c(C)c1-c1ccc(C)cc1 | 1.8
Cc1c(NC(=O)CN2CCN(c3cccc(Cl)c3)CC2)c(=O)n(-c2ccccc2)n1C | -1.2
O=c1[nH]c(Cc2ccccc2)nc2scc(-c3ccccc3)c12 | 3.5
NC(=O)C1CCN(c2ncc(Br)cn2)CC1 | 3.8
Cc1ccc(CN2CCCCC(NC(=O)c3ccc(COc4ccccc4)cc3)C2=O)cc1 (stereo not drawn) | -2.9
O=C(NC(=S)Nc1nc(-c2ccccc2)cs1)c1cncc(Br)c1 | 3.3
COC(=O)CSc1nc(N2CCOCC2)c2c(c1C#N)CCCC2 | 1.8
CCc1cccc2c(C(=O)C(NCCOC)c3ccccc3)c[nH]c12 (stereo not drawn) | 0.2
CCOc1ccccc1OCC(=O)Nc1ccc(S(=O)(=O)N(C)C)cc1 | -0.8
O=C(Cn1cnc2cc([N+](=O)[O-])ccc2c1=O)N1CCN(S(=O)(=O)c2ccccc2)CC1 | -1.7
